# Screening results deposited in PubChem BioAssay by Sanford-Burnham Center for Chemical Genomics.
# MPTP inh: inhibitors of mitochondrial permeability transition pore. isolated mouse mitochondria, Ca2+ swelling absorbance, 30 min. AID 602449. actives 1.4% (n = 360,000). inhibition, % at 10 µM;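 active = inhibition of 50% or more, scaled per plate between neutral and stimulator controls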;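 note: 0% = DMSO wells given calcium and 100% = 1 mM EGTA wells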
# hIAP inh: human IAP inhibition; purified IAP, CDP-Star luminescence, 30 min; inhibition, % at 10 µM; actives 0.12% (n = 330,000); AID 2544;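 active = inhibition reaching a set limit with compound at 10 µM in the primary screen, cut at about 35% in these data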;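 note: plate controls were DMSO wells with enzyme for no effect and no-enzyme buffer wells for full effect; values of inactives mirror those of a sister screen read the other way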
# Target sequence (P09923 whole entry, looked up): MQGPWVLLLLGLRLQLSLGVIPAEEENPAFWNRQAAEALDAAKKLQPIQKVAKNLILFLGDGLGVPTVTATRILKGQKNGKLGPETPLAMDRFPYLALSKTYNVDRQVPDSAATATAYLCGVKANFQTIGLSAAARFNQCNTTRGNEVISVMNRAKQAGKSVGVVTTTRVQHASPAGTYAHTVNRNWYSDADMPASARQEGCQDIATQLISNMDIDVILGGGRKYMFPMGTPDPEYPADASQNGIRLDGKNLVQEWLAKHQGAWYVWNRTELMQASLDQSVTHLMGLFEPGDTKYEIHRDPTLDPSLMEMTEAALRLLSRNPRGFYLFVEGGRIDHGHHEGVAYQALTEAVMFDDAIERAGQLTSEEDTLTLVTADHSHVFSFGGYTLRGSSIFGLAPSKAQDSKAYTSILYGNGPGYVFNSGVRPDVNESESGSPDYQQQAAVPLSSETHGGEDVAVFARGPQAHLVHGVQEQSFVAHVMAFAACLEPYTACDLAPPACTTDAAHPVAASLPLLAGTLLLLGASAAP
# hIAP act: increases human intestinal alkaline phosphatase activity | P09923 | purified human IAP, CDP-Star luminescence, 30 min; active compounds read high; 1 = vehicle-only enzyme, 0 = enzyme-free background | activation factor at 10 µM | actives 0.16% (n = 330,000) | AID 2524;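 active = activation factor of the enzyme at least 2-fold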; note: the source names both 10 and 20 µM as test concentration; values of inactives mirror those of a sister screen read the other way
# mIAP activ: increases mouse intestinal alkaline phosphatase activity; muIAP, CDP-Star luminescence, 30 min; active compounds read high; 1 = vehicle-only enzyme signal, 0 = enzyme-free wells; activation factor at 10 µM; actives 0.24% (n = 330,000); AID 2805;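 active = activation factor of at least 2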; note: the source names both 10 and 20 µM as test concentration; values of inactives mirror those of a sister screen read the other way
#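 Assay system: mouse IAP enzyme; reagent: chemiluminescent substrate CDP-Star; dosing: test compounds delivered from DMSO solution; schedule: 30 min at room temperature; measured by: luminescence from enzymatic CDP-Star hydrolysis; controls: DMSO-only wells and no-enzyme negative control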
# mIAP inh: blocks mouse intestinal alkaline phosphatase; inhibition, % at 10 µM; purified mouse IAP, CDP-Star luminescence, 30 min; actives 0.2% (n = 330,000); AID 2806;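 active = inhibition of at least 40% at 10 µM in the primary screen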;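 note: plate controls were DMSO with enzyme for no effect and no enzyme wells for full effect; values of inactives mirror those of a sister screen read the other way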
# beta cell repl: inducers of beta-cell replication in MIN6 cells. AID 2380. MIN6 cells proliferation, ATPlite luminescence, 48 h; cells starved in 0.2% serum; 100% = growth in 10% serum. actives 0.29% (n = 330,000). proliferation, % at 10 µM;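 active = compounds whose signal lies at least 3.5 SD above the mean of all wells on their plate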;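 note: 0% = DMSO-treated cells in low-serum medium and 100% = 10% serum control; some compounds called inactive have numbers as strong as hits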
# A3G deaminase: APOBEC3G (human) deaminase inhibition; AID 493012; actives 0.28% (n = 330,000); recombinant A3G, ssDNA deamination FAM/TAMRA fluorescence; inhibition, % at 20 µM; Q9HC16;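 active = inhibition of at least 40% at 20 µM, with no more than 30% in the related APOBEC3A deaminase screen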;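 note: plate controls were DMSO wells with A3G for no effect and wells lacking A3G enzyme for full effect; some compounds called inactive have numbers as strong as hits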
# A3A deaminase: blocks human APOBEC3A ssDNA deamination | P31941 | recombinant A3A, FAM/TAMRA ssDNA deamination fluorescence | inhibition, % at 20 µM | actives 0.41% (n = 330,000) | AID 493011;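 active = at least 40% inhibition at 20 µM here, with at most 30% in a related deaminase screen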;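 note: plate controls were A3A with DMSO for no effect and wells lacking A3A enzyme for full effect; some results filed as inactive read as strong as hits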
# Target sequence (P31941 whole entry, looked up): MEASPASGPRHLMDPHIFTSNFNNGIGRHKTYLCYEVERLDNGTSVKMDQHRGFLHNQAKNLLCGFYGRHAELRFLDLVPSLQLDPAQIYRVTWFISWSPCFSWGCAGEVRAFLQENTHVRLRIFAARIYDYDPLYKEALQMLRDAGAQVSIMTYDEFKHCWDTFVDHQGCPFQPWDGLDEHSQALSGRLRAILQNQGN
# ATG4B inh: inhibitors of human ATG4B cysteine protease. Q9Y4P1. ATG4B cleavage of LC3-PLA2, NBD-HPC fluorescence, 1 h. inhibition, % at 8.33 µM. actives 0.51% (n = 340,000). AID 504462; in the data active = inhibition above about 40%
# Active calls of the source: *; · = not tested or not shown.
SMILES,MPTP inh,hIAP inh,hIAP act,mIAP activ,mIAP inh,beta cell repl,A3G deaminase,A3A deaminase,ATG4B inh
CC(=O)c1cccc(CN2CCC(C(=O)Nc3ccc(Oc4cccnc4)cc3)CC2)c1,0.9,-1,1,1,-1,-7,-1,0,-8
COc1ccc(OCc2nc(-c3ccc(F)c(F)c3)cs2)cc1,1.7,13,0.87,0.99,0,-5,-7,-2,-2
COc1ccc(C(=O)/C=C/c2ccc3c(c2)OCCO3)cc1,0.4,17,0.83,0.89,11,-4,-2,4,8
CCCCn1c(N)c(N(CC)C(=O)CSCc2ccc(C)cc2)c(=O)[nH]c1=O,-3.1,-12,1.1,0.91,9,-4,-8,-6,-9
CCOc1ccc(N2C(=O)CC(N3CCN(C(=O)CN4CCCC4)CC3)C2=O)cc1 (stereo not drawn),0.1,13,0.87,0.95,4,-1,-8,-7,6
C=C1CCN(C(C(=O)OC)C(C)C)S(=O)(=O)c2ccc(F)cc21 (stereo not drawn),-0.6,0,1,0.95,5,-2,-3,1,0
COc1ccc(N2CCN(C(=O)CSc3nnc4c(C)cc5cc(C)ccc5n34)CC2)cc1,6.0,-86,1.9,0.98,2,-2,-2,-5,-12
COC(=O)c1ccc(NC(=O)c2ccccc2SC)cc1,-1.7,16,0.84,1,-1,-1,-1,1,0
COc1ccccc1C(=O)NNC(=O)C(=O)Nc1ccc(C)cc1,-4.0,-24,1.2,0.89,11,-1,-2,1,7
COc1ccc(S(=O)(=O)Nc2ccc(Cc3ccncc3)cc2)cc1OC,66*,-6,1.1,0.94,6,-3,-11,-3,-11
CN1C(c2ccc(F)cc2)=CS/C1=C(\C#N)c1nnc2n1-c1ccccc1SC2,0.9,10,0.9,0.98,2,-3,1,2,12
Cc1ccc(CNC(=O)c2cc(Cl)cc(Cl)c2)n1C,0.1,-12,1.1,0.96,4,-3,-9,-4,0
CCOc1ccc(N=Cc2c(O)n(-c3cccc(C)n3)c(=O)c3ccccc23)cc1,0.3,9,0.91,0.87,13,-2,0,-2,15
O=C(CN1C(=O)CCOc2ccccc21)Nc1cccc(S(=O)(=O)N2CCOCC2)c1,-0.9,4,0.96,0.97,3,2,-8,-2,-8
CN(CCOc1ccc(Br)cc1)CC(=O)Nc1cccc(S(=O)(=O)NC2=NCCC2)c1,8.2,6,0.94,1,0,0,-4,-4,-10
CCC1(c2ccccc2)NC(=O)N(CC(=O)N(C)CC(=O)Nc2cccc(F)c2)C1=O (stereo not drawn),-1.7,-33,1.3,0.96,4,-1,2,35,-1
Cc1nnc(N/N=C/c2c(O)n(-c3cccc(C(F)(F)F)c3)c(=O)c3ccccc23)[nH]c1=O,·,-33,1.3,0.86,14,-2,-5,3,·
CCOC(=O)C1(CC2CCCCO2)CCN(S(=O)(=O)c2ccc(C)s2)CC1 (stereo not drawn),-0.4,-20,1.2,1.1,-6,-1,-2,4,-7
CCCC(=O)N1CCCC(c2nc(-c3cccs3)no2)C1 (stereo not drawn),0.8,12,0.88,0.99,1,-3,1,3,-1
CCn1c(CC(=O)Nc2ccc(C)cc2)nnc1SCC(=O)Nc1nc(C)cs1,0.2,3,0.97,0.99,1,0,-6,-2,-6
CCOC(=O)CN(c1ccccn1)S(=O)(=O)c1ccccc1,-1.1,-7,1.1,1.1,-11,1,-2,3,-14
COc1ccc(C(=O)COC(=O)c2sc(C)nc2C)cc1OC,1.2,-7,1.1,1,0,2,-8,0,5
Cc1c(-c2ccc(Cl)cc2)[n+](=O)c2c(n1[O-])CCCC2,2.3,-4,1,0.96,4,-1,-2,-2,-1
CCn1cc(C(=O)NCCCN2CCCC(C)C2)c(=O)c2cc(S(=O)(=O)N3CCc4ccccc4C3)ccc21 (stereo not drawn),-5.0,9,0.91,0.86,14,-7,-4,-2,-4
COc1ccc2[nH]c(C(=O)N/N=C/c3ccccc3OC)cc2c1,-0.5,4,0.96,1,-5,0,-5,2,-18
CC(C)C(=O)N[C@@H]1c2ccccc2CC[C@H]1OCc1ccccc1,-1.1,·,·,0.9,10,·,7,5,4
CCOC(=O)c1cnc2nc(C)nn2c1N,-1.2,1,0.99,1,-2,-1,-2,1,-3
Cc1c(Br)c([N+](=O)[O-])nn1CC(=O)Nc1cccc2nonc12,4.9,0,1,0.88,12,-7,-4,3,1
Cc1c(Nc2cc(=O)oc3ccccc23)c(=O)n(-c2ccccc2)n1C,-0.9,9,0.91,1,-1,4,-5,-3,-5
O=c1[nH]c(SCc2nc3ccccc3n2Cc2ccccc2)nc2ccccc12,-1.5,-8,1.1,0.98,2,-2,-5,3,-3
C=CCn1c(SC(C)C(=O)Nc2ccc(Cl)cn2)nnc1C1CC1 (stereo not drawn),-0.2,-4,1,1.1,-7,-4,-8,0,-6
CN(CCC#N)C(=O)c1cc2c(s1)-c1ccccc1SC2,0.0,-5,1.1,0.99,1,-3,-3,1,-8
COc1ccccc1OCC(=O)Nc1ccc(S(=O)(=O)N2CCCC2)cc1,-0.5,-18,1.2,1,-4,-1,-6,-1,-10
O=C(Nc1nc(-c2ccc(Br)cc2)cs1)c1cccnc1,-1.7,-14,1.1,1,-2,-2,-8,-5,4
COc1ccc(OC)c(C2=Nn3c(nnc3-c3ccncc3)SC2)c1,1.3,-2,1,0.88,12,2,-8,2,-5
COc1ccccc1N1CCN(/N=C/c2c(C)nn(-c3ccccc3)c2C)CC1,-0.9,-5,1.1,1,-1,1,-4,-2,11
O=c1[nH]c(CSc2ncn[nH]2)nc2ccccc12,-0.5,-58,1.6,0.9,10,-2,-6,-5,-4
O=C(CCn1cnc2ccccc2c1=O)Nc1ccc(S(=O)(=O)N2CCCCC2)cc1,-1.4,-4,1,0.92,8,-1,-3,1,-14
COc1ccc(C(=S)N2CCC(C(N)=O)CC2)cc1Br,-2.2,-3,1,1,-5,4,3,-2,38
COc1ccc(S(=O)(=O)N2CCCN(CC(=O)Nc3ccccc3F)CC2)cc1,0.2,0,1,1,-2,0,-3,-4,1
CCCn1c(C)cc(/C=C(\C#N)C(=O)OCC(=O)N(C)c2c(N)n(Cc3ccccc3)c(=O)[nH]c2=O)c1C,-0.5,-5,1,0.96,4,-1,-6,-3,2
Cc1cc2ncc(C(=O)Nc3ccccc3)c(C)n2n1,-3.0,8,0.92,1,-4,-1,-6,-1,-20
Cc1nn2c(NCc3ccccn3)cc(C(C)C)nc2c1-c1ccccc1,0.5,-60,1.6,0.96,4,-4,-5,-3,-4
CCOC(=O)C(CCCOc1ccccc1C)C(=O)OCC,0.4,-15,1.1,1,-5,-1,-4,-4,3
Cc1nc2ccccc2cc1C(=O)O,1.2,-2,1,1.1,-8,0,-3,-2,0

# Record cards, from the list above. Values in the order: MPTP inh | hIAP inh | hIAP act | mIAP activ | mIAP inh | beta cell repl | A3G deaminase | A3A deaminase | ATG4B inh
# Record of `C=CCn1c(SC(C)C(=O)Nc2ccc(Cl)cn2)nnc1C1CC1` (stereo not drawn) → -0.2 | -4 | 1 | 1.1 | -7 | -4 | -8 | 0 | -6
# Record of `Cc1cc2ncc(C(=O)Nc3ccccc3)c(C)n2n1` → -3.0 | 8 | 0.92 | 1 | -4 | -1 | -6 | -1 | -20

# The results go on.
SMILES,MPTP inh,hIAP inh,hIAP act,mIAP activ,mIAP inh,beta cell repl,A3G deaminase,A3A deaminase,ATG4B inh
COCCn1c(Cc2ccccc2)nnc1SCC(=O)N(C)C,-0.9,-2,1,0.97,3,2,-4,2,4
CC1CCC(C(C)C)C(OC(=O)C2=C3c4ccccc4S(=O)(=O)N3CC2)C1 (stereo not drawn),44,-10,1.1,0.94,6,-4,-2,0,5
COc1ccc(C(=O)OCC(=O)Nc2ccccc2)cc1[N+](=O)[O-],-0.6,4,0.96,0.96,4,-2,5,2,-8
Cc1ccc(C(=O)Nc2ccc(N3CCN(C)CC3)cc2)c(Cl)c1,-0.2,-25,1.2,1,-4,-1,-1,-6,4
O=C(Cc1cccs1)Nc1nnc(SCC(=O)NC2CCCCC2)s1,0.8,-5,1.1,0.87,13,-3,0,6,-15
CCSc1nnc(-c2cc(Br)ccc2NC(C)=O)c(=O)[nH]1,-0.8,-7,1.1,1.1,-9,-1,-9,-1,-8
COc1ccc(S(=O)(=O)NCCCn2ccnc2)cc1C(C)(C)C,0.3,14,0.86,0.9,10,0,-5,-3,3
CCC(=O)N1CCC2(CC1)Oc1ccc(Cl)cc1C(=O)C21CC(c2ccc(Cl)cc2)=NO1 (stereo not drawn),-1.5,7,0.93,0.61,39,-9,-8,-2,0
CCCCCCn1c(SCC(=O)c2ccccc2)nc2c1c(=O)[nH]c(=O)n2C,-1.2,2,0.98,0.89,11,0,-8,-4,-4
Cc1cccc(OCc2nc(-c3ccccn3)n[nH]2)c1,0.3,-14,1.1,1,0,-2,-4,-4,1
COc1cccc(NC(=O)C2CCCN2C(=O)Nc2cccc(F)c2)c1 (stereo not drawn),-0.5,7,0.93,0.95,5,-1,-4,-4,-3
COc1cc(/C=C/C(=O)OCC(=O)NCCC2=CCCCC2)ccc1O,0.4,-5,1.1,1.1,-8,4,-2,4,-15
COc1ccccc1N1CCN(c2cc(C)nc3nc(C)nn23)CC1,-0.5,2,0.98,1.1,-8,-3,-11,-3,4
Cc1cc(C)nc(NC(=O)c2ccc(Cl)cc2Cl)n1,-1.4,-5,1.1,0.95,5,-1,-2,-1,-26
Cc1nn(C)c(Sc2ccccc2N)c1[N+](=O)[O-],2.8,-18,1.2,0.98,2,-5,6,-5,-12
Cc1cccc(N2CCN(C(=O)C3CCN(S(=O)(=O)c4c(C)noc4C)CC3)CC2C)c1 (stereo not drawn),-3.0,8,0.92,0.97,3,-3,-9,-5,-6
CC(=NNC(=O)c1ccc(NS(=O)(=O)c2ccc(Br)cc2)cc1)c1cccnc1,-1.0,17,0.83,1,-4,0,-7,-4,-7
Nc1c(N=Nc2ccccc2F)c(=O)[nH]n1-c1ccccc1,-3.4,-15,1.2,0.99,1,1,2,-14,1
CCN(CC)C(=O)Cn1ccc(NC(C)=O)nc1=O,-1.3,-10,1.1,1,-1,-1,-5,-4,2
Cc1nnc(SCC(=O)Nc2cccc(Cl)c2)n1CC1CCCO1 (stereo not drawn),-1.4,-23,1.2,1,-1,-3,-8,-4,6
O=S(=O)(NC1CCN(S(=O)(=O)c2c(F)cccc2F)C1)c1ccc2c(c1)OCCO2 (stereo not drawn),1.0,9,0.91,1,-4,1,-8,-3,10
CC(=O)Nc1ccc(S(=O)(=O)N2CCC(C(=O)NC3CC3)CC2)cc1,-1.5,11,0.89,1,-1,-2,-6,-1,0
CC(C)N(Cc1nccn1C)C(=O)CCc1nnc(CCCc2ccccc2)o1,3.1,7,0.93,0.89,11,-2,-5,-1,-3
CC(=O)c1ccc(S(=O)(=O)Nc2cccc(-c3ccc4nncn4n3)c2)cc1,2.4,10,0.9,0.95,5,0,-1,0,-12
CC(=NCCN1CCOCC1)C1=C(O)c2ccccc2C1=O,-4.5,-6,1.1,0.98,2,-2,-4,0,-1
Cc1ccc(C(=O)Nc2ccc(N3CCN(C)CC3)nc2)cc1,8.0,9,0.91,0.9,10,-4,-3,4,-2
CC1CCc2c(sc3ncnc(NCCCOC(C)C)c23)C1 (stereo not drawn),2.0,-15,1.1,0.97,3,-3,3,9,-14
O=C(C1CC1)N1CCc2sccc2C1c1ccc(Cl)cc1 (stereo not drawn),3.7,10,0.91,1,-3,-4,2,4,11
Cc1cc(Cl)c2oc(C(=O)N3CCCCC3CCN3CCCC3=O)c(C)c2c1 (stereo not drawn),0.2,-16,1.2,1,-1,-2,-4,-2,-6
